p53 reactivator – re-activators of mutant p53 | H1299 p53-A138V BP100-luciferase reporter, luminescence, 24 h | Potency, µM (doses to about 92.2 µM), without a hit: top-dose activity change, positive = activation, actives largely listed as activators | 0.063% of 320,000 active; note: potency is the fitted concentration of half-maximal effect; % of control where 0% means no effect; nearly all actives have a fitted effect of over 45% in size
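H1299 (p53-null), stable ts p53-A138V + BP100-Luc; 1000 cells/well, Opti-MEM/10% FBS; cpd 4 pt, 1:5; 24 h, 37 deg C, 5% CO2; detection reagent 10 min RT; luminescence.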
USP2a block – blocks human ubiquitin-specific protease USP2a. O75604. USP2 core, Ub-CHOP2 coupled fluorogenic reporter, 485/531. Potency, µM (series often up to 38.3 µM), inactives show top-dose activity change, negative = inhibition, hits mostly inhibitors. 0.01% of 330,000 active. AID 463254;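 note: potency is the fitted concentration of half-maximal effect; plate controls were DMSO wells for no effect and full inhibition by NEM control for full effect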
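USP2 core (10nM final) preincubated 30min RT with compound in 20mM Tris-HCl pH 8.0, 2mM CaCl2, 2mM beta-mercaptoethanol, 0.05% CHAPS; 25nM Ub-CHOP2 plus 25nM reporter substrate added, fluorescence (Ex485/Em531) read after 60min.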
S-ASM inh – human S-ASM enzyme inhibition | 0.006% of 340,000 active | placental ASM, HMU-PC fluorogenic substrate, 60 min | AID 504937 | P17405 | Potency, µM (top dose mostly 57.5 µM), inactives show at the highest dose activity change, negative = inhibition, usual class: inhibitors; note: potency is the fitted concentration of half-maximal effect
Target sequence (P17405 47-631 limits assumed): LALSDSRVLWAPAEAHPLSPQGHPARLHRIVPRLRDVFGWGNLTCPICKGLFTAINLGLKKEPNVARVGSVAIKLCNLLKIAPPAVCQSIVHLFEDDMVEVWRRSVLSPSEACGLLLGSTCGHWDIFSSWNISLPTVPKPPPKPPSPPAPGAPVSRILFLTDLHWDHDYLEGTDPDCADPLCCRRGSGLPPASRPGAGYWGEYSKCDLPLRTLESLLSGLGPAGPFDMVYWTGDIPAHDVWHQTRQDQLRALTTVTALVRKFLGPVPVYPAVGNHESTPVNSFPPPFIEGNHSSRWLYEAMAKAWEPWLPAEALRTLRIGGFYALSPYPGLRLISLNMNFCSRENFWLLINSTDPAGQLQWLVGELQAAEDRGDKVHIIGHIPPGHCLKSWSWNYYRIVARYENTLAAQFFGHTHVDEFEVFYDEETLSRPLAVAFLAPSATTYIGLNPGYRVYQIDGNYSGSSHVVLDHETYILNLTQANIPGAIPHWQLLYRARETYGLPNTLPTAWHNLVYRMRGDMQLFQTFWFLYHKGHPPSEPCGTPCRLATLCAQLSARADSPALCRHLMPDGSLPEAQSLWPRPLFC
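Human placenta-derived ASM enzyme was preincubated with compound for 10 minutes at room temperature, then given fluorogenic substrate HMU-PC0 (9 uM final) for 60 minutes at 37 °C; a pH 10 stop preceded fluorescence reading at Ex 386/Em 447 nm.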
a7 integrin act – integrin-mediated muscular dystrophy alleviation activation | alpha7betagal myoblasts, beta-gal FDG fluorescence, 48 h | Potency, µM (highest dose often 38.3 µM), inactives show at the highest dose activation, most hits filed as activators | 0.064% of 350,000 active;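 note: potency is the fitted concentration of half-maximal effect; 100% = response of the positive control SU9516; nearly all actives have a fitted effect of over 60% in size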
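alpha7betagal+/- myoblasts (passage 13, 250/well) treated 48 h at 37C with compounds at 1:260 dilution of DMSO stock. Lysed, then beta-galactosidase activity read as FDG fluorescence (ex 480/em 540) after 30 min, with pre-read for autofluorescence.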
TRPV1 ag – human TRPV1 agonism; 0.19% of 320,000 active; activation, % at 8.33 µM; TRPV1-expressing cells, Fluo-8 calcium influx, agonist mode; Q8NER1; in the data active = activation above about 80%; inconclusive = between about 30% and that limit; note: 0% is about no effect
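Fluo-8 calcium influx in TRPV1-expressing cells, kinetic read (ex 480/em 520 nm). Compound added and read 3 min for agonist activity, followed by capsaicin at EC20 final and 2 min further read for enhancement.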
ELG1 genotoxic – inducers of genotoxicity in HEK293T ELG1-luciferase cells; HEK293T ELG1-luciferase reporter, luminescence, 16 h; Potency, µM (titrated, usually from 46 µM), without a hit: at the highest dose activity change, positive = activation, most hits filed as activators; 1.3% of 330,000 active; note: potency is the fitted concentration of half-maximal effect; % of control where 0% means no effect; nearly all actives have a fitted effect of over 60% in size
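Screening used a luciferase reporter fused to human ELG1 in HEK293T cells. Luminescence was read on a CCD plate imager after 16 hr exposure and 30 min ONE-Glo incubation.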
B2AR arrestin – agonists driving beta-arrestin recruitment to human beta2-adrenergic receptor; beta-arrestin recruitment to beta2AR, cell-based reporter; Potency, µM (doses to about 46.1 µM), for inactives: top-dose activation, most hits filed as activators; 0.02% of 330,000 active;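 note: potency is the fitted concentration of half-maximal effect; 0% = DMSO controls and full agonism = EC100 isoproterenol or metaproterenol; nearly all actives have a fitted effect of over 65% in size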
Target sequence (P07550 whole entry, looked up): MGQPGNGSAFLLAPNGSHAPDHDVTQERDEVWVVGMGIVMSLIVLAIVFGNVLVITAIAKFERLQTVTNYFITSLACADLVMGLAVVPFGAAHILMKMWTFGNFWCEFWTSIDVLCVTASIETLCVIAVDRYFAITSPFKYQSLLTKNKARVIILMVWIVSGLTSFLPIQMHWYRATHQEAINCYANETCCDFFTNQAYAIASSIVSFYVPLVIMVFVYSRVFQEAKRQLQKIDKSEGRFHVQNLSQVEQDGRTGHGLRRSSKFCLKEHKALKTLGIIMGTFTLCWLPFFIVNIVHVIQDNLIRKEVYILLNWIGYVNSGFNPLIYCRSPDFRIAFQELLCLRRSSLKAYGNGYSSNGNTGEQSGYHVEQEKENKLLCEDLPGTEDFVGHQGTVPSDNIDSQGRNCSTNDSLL
Eya2 inh – blocks the phosphatase activity of human Eya2 | O00167 | recombinant Eya2, OMFP fluorescence dephosphorylation (OMFP is methylfluorescein phosphate) | Potency, µM (highest dose often 76.9 µM), without a hit: at the highest dose activity, negative = inhibition, most hits filed as inhibitors | 0.006% of 330,000 active | AID 488837; note: potency is the fitted concentration of half-maximal effect; % is set by controls: 0 for no effect and ±100 for the full control effect
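Eya2 protein (added as 0.2 uM solution) was preincubated with compound for 10 min at ambient temperature in 50 mM HEPES pH 7.5, 50 mM NaCl, 5 uM MgCl2, 0.05% BSA, 1 mM DTT. OMFP (added at 50 uM) then reacted 10 min; fluorescence read at 485/525 nm.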
PTAP TSG101 blk – blocks PTAP/TSG101 interaction to inhibit HIV-1 budding; Q99816; Fluorescence polarization, FITC-PTAP peptide / Tsg101 binding; 340,000 tested, under 10 active; Potency, µM (titrated, usually from 115 µM), inactives show top-dose activity change, negative = inhibition, usual class: inhibitors; active = well fitted inhibition curve with a large enough effect in the main read-out, with a control signal flat, not every such curve was filed as active; inconclusive = small, poorly fitted or top-dose-only effect, or effect the other way, or a change in a side signal; inactive = no such curve, though single readings can be large or run the other way; note: potency is the fitted concentration of half-maximal effect; % of control where 0% means no effect
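Fluorescence polarization binding of Tsg101 binding domain (10 uM final) to FITC-labeled PTAP peptide (50 nM final) in HEPES pH 7.5 buffer with NaCl, Tween 20, EDTA, TCEP. Compounds added before peptide; binding 20 min at RT.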
uPA surface inh – blocks generation of uPA at the cell surface; Potency, µM (top dose mostly 38.3 µM), for the others: at the top dose activity change, negative = inhibition, hits mostly inhibitors; cell surface uPA generation assay, qHTS; AID 540303; 0.31% of 330,000 active; active = well fitted inhibition curve with a large enough effect; inconclusive = small, poorly fitted or top-dose-only effect; inactive = no such curve, though single readings can be large or run the other way; tested in mouse RAW 264.7 cells; note: potency is the fitted concentration of half-maximal effect; % is set by controls: 0 for no effect and ±100 for the full control effect; nearly all actives have a fitted effect of over 55% in size
BRCA1 expr up – increases BRCA1 expression. MCF7-BRCA1-FFLuc reporter, luminescence, 48 h; response scale: scaled: vehicle 0%, 10 µM genistein 100%. Potency, µM (doses to about 46.1 µM), inactives show at the highest dose activation, actives largely listed as activators. 1.1% of 380,000 active. AID 624202; note: potency is the fitted concentration of half-maximal effect; nearly all actives have a fitted effect of over 80% in size; some results filed as inactive show a strong effect at the top dose
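Compounds are tested at multiple concentrations on MCF7 BRCA1-luciferase reporter cells seeded at 2000 per well; after 48 h, a single luminescence end-point is taken and curves fitted to the normalized data.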
* marks the source's active call; other numbers are inactive results; u = inconclusive; x = no result given; & = joins results of further samples; [ ] = another dose, or the depositor's remark. Unless noted, calls come from the whole dose curve; as a rule, active = well fitted curve in the direction sought with a large enough effect; inconclusive = small, poorly fitted or top-dose-only effect, or another doubt; inactive = no such curve, though single readings can be large; an effect the other way counts as inactive or inconclusive.

Each structure is followed by: PTAP TSG101 blk, TRPV1 ag, BRCA1 expr up, p53 reactivator, a7 integrin act, Eya2 inh, ELG1 genotoxic, uPA surface inh, B2AR arrestin, S-ASM inh, USP2a block
CCOc1ccc(-n2ccnc(SCC(=O)Nc3ccc(OC)cc3OC)c2=O)cc1
    88.1%[activator], 4.3, -13.5%, -3.8%, -23.4%, 1.3%, -3.8%, -3.7%, -1.0%, 52.5%[activator], 2.3%
COc1cccc(-c2nc(S(=O)(=O)c3ccccc3)c(N3CCOCC3)o2)c1
    -9.3%, -6.3, -1.7%, -0.7%, -21.6%, -23.8%, -7.2%, 4.6%, 0.4%, 1.0%, 2.4%
CSc1cccc(NC(=O)/C=C/c2ccco2)c1
    -0.5%, 18.7, -29.4%, 11.1%, 9.2%, -11.4%, u, -9.3%, -0.2%, -0.2%, -1.0%
Cc1ccc(C(=O)N(Cc2sccc2C)C2CCS(=O)(=O)C2)cc1 (stereo not given)
    -8.8%, 0.5, -37.4%, -1.7%, -9.2%, 1.6%, 1.8%, -19.2%, -0.7%, -1.7%, -0.4%
Cc1cc2cc(CNC(=O)COc3ccccc3)ccc2n1C
    -4.9%, 13.9, 0.0%, -1.0%, 21.8%, -2.1%, -1.9%, -19.7%, -0.6%, -3.9%, 5.2%
CCOC(=O)c1ccc(CNC(=O)c2cc(COc3ccccc3SC)on2)o1
    1.7%, -3.8, u, 20.5%, u, -10.4%, u, -21.0%, -0.3%, -0.2%, -8.1%
Cc1cc(C)nc(-n2nc(C)c3c(C(F)F)cc(C)nc32)n1
    2.5%, -1.4, 46.8%, 0.6%, 40.2%, 11.4%, -0.5%, 4.1%, 0.1%, 2.2%, 2.3%
CSCCC(NC(=O)c1ccccc1Br)C(=O)NC(C)CCc1ccccc1 (stereo not given)
    x, 22.1, 4.6%, 25.2%, -2.1%, 7.4%, 0.0%, u, 0.4%, 7.4%, -0.8%
COCCn1c(SCCN2CCOCC2)nc2c1c(=O)[nH]c(=O)n2C
    2.6%, 3.3, 9.8%, -4.8%, -10.0%, 3.3%, 2.1%, 4.8%, 0.4%, -0.7%, -1.3%
COc1cc(C(=O)N2CC(C)OC(C)C2)c([N+](=O)[O-])cc1OC (stereo not given)
    -2.8%, 6.4, 4.9%, -0.9%, 2.1%, 14.3%, -0.4%, 4.5%, 0.0%, -0.3%, 0.3%
CCOC(=O)C1=C(CN2CCSCC2)NC(=O)NC1c1ccc2c(c1)OCO2 (stereo not given)
    -0.7%, 0.9, -21.0%, -0.8%, 1.0%, -2.3%, 1.0%, -1.5%, 0.1%, 4.5%, 3.2%
OCCNCCOc1ccccc1-c1ccccc1
    -4.6%, 1.2, 15.4%, -3.1%, 14.9%, 2.5%, -4.5%, 0.8%, -0.2%, 2.0%, 4.3%
CCN1CCN(CC(O)COc2ccc3c(c2)CCC3)CC1 (stereo not given)
    -2.0%, -0.7, -5.9%, -9.8%, -3.1%, 5.0%, 1.9%, -0.2%, 0.4%, 5.1%, -0.1%
N#C/C(=C/Nc1ccccc1)c1ccsc1
    -2.9%, 0.6, 30.8%, x, 16.2%, x, x, -12.1%, x, -13.3%, x
Clc1ccc(Oc2nc3c(Cl)cccc3s2)cc1Cl
    0.2%, -1.2, -48.4%, 1.4%, 2.9%, -14.8%, 0.5%, 4.6%, -0.2%, -11.7%, 2.2%
CC[C@]12c3[nH]c4ccc(OC)cc4c3CCN1C(=O)C(CC(=O)NCc1ccco1)C[C@@H]2C(=O)N1CCN(C(=O)c2ccco2)CC1 (stereo not given in full)
    0.6%, x, 2.1%, -5.9%, 5.8%, 4.2%, 2.9%, 3.8%, -0.6%, 1.6%, -0.3%
COc1ccc(-n2c(C)cc(C(=O)CSc3nnc(-c4ccoc4C)n3C)c2C)cc1
    -4.1%, 0.2, -37.6%, -1.2%, 11.4%, -2.5%, -13.7%, 2.6%, 0.5%, 2.5%, -0.2%
CCOC(=O)c1cnc2c(-c3cccc(Br)c3)cnn2c1C
    -0.7%, -1.1, u, 15.2%, -14.6%, 3.4%, u, -2.7%, -0.5%, 3.8%, 1.9%
Cc1ccc(C)c(NS(=O)(=O)c2c(C)nn(C)c2C)c1
    -0.5%, 2.7, 13.6%, 4.2%, 31.8%, -2.5%, -5.9%, 7.6%, -0.5%, 2.2%, -0.8%
CCOC(=O)N/N=C/C(Cl)=C/c1ccccc1
    -0.1%, 21.9, u, 3.8%, 2.2%, -16.7%, u, 0.7%, -0.2%, -1.4%, 5.9%
COc1ccc(C(=S)N2CCOCC2)cc1OC(=O)c1ccccc1Cl
    -7.4%, 8.1, 0.9%, -2.3%, -4.3%, 1.7%, 6.2%, -1.5%, -0.7%, -0.5%, 2.3%
COc1ccccc1C(=O)N/N=C(\C)c1cccnc1
    -2.3%, x, 59.7%, x, 0.0%, x, x, 2.4%, x, -6.8%, x
Oc1ccccc1C1=NOC(O)(C(F)F)C1 (stereo not given)
    -4.1%, -1.5, 5.2%, 1.1%, 23.9%, 12.6%, -0.2%, -2.6%, 0.0%, -3.0%, -1.7%
O=C(NCc1ccccc1)C1CCCN(c2nc3ccsc3c(=O)s2)C1 (stereo not given)
    -4.4%, u, 1.3%, 1.5%, 25.9%, -24.0%, 6.2%, -3.4%, 0.0%, 83.5%[activator], 0.1%
Cn1nnnc1NCc1ccc(Cl)c(Cl)c1
    0.3%, u, -19.7%, -2.0%, 2.8%, 0.8%, 3.5%, -9.3%, -1.0%, 0.0%, 3.7%
CCCNC(=O)COC(=O)c1ccccc1C(=O)N(C)C1CCCCC1
    -3.2%, 3.0, 7.7%, -8.2%, 20.3%, -1.2%, -0.5%, -15.7%, 5.2%, 1.0%, -1.8%
Cc1ccc([N+](=O)[O-])c2c1C(N1CCCC1)C(C)(C)O2 (stereo not given)
    0.0%, -0.3, 0.1%, 8.1%, 0.0%, -20.3%, -0.3%, 0.1%, -0.4%, 2.0%, -0.2%
Cc1ccc(C(=O)NCCN2CCOCC2)cc1S(=O)(=O)N1CCCCC1
    -2.8%, -1.8, -14.3%, -0.8%, -5.5%, 7.7%, 2.6%, -2.4%, -0.1%, -0.5%, -0.6%
COC(=O)C(C)Sc1ccc2nnc(-c3cccc(F)c3)n2n1 (stereo not given)
    -0.2%, 6.9, 17.9%&0.5%, 0.0%, 13.8%, -0.8%, 3.6%, -18.2%, -0.3%, 1.8%, -6.0%
Cc1ccc(NC(=O)C2CCN(S(=O)(=O)c3cccs3)CC2)cc1C
    0.0%, u, -35.8%, 0.9%, -18.8%, 5.6%, -19.1%, -10.7%, -0.2%, -1.0%, 1.1%
O=C1CC2(CCOCC2)Oc2ccc3ccccc3c21
    0.8%, x, 4.4%, x, 0.0%, x, x, -17.2%, x, -0.1%, x
O=c1[nH]c(CN2CCN(c3ccccn3)CC2)nc2c(Br)cc(Br)cc12
    -7.8%, u, 5.1%, 4.3%, 36.2%, 4.3%, -1.1%, 3.1%, -0.3%, -2.5%, 11.9%
Fc1cccc(Cl)c1CSc1ccc(-c2ccco2)nn1
    -0.5%, 16.9, 3.55µM*, 25.2%, -4.0%, -9.0%, 15.2%, -8.5%, -1.0%, -0.7%, -1.2%
Cn1cnc(S(=O)(=O)Nc2ccc3c(c2)OCCO3)c1
    -4.8%, -2.3, -2.3%, 2.1%, -8.8%, -13.6%, 1.0%, 9.3%, -1.0%, 3.1%, -2.1%
COC(=O)N/N=C(/c1ccccc1)C1CCCCC1
    x, 4.0, x, 4.7%, x, -28.3%, -0.8%, x, 0.0%, x, 8.6%
O=C(Cc1ccccc1[N+](=O)[O-])NCc1ccccc1Cl
    -3.1%, 20.7, u, 11.3%, 17.6%[7.66 µM], -1.3%, u, x, -1.1%, 0.7%, 0.1%
O=C(NNC1=NCCCCC1)Nc1ccc(Cl)cc1
    0.4%, -0.8, 70.5%, 6.5%, 9.2%, -1.3%, 19.0%, 5.3%, 0.2%, 6.2%, 0.1%
CCCc1cc(=O)[nH]c(SCC(=O)c2ccc3c(c2)NC(=O)CO3)n1
    -5.0%, -1.7, -34.9%, -2.0%, 1.3%, -15.2%, 2.1%, 0.3%, -0.1%, 2.3%, -0.4%
CCS(=O)(=O)N1Cc2ccccc2CC1C(=O)Nc1ncc(C)s1 (stereo not given)
    -10.1%, 4.4, 32.0%, 2.4%, 26.0%, -3.0%, u, -1.5%, -0.8%, 0.3%, -2.9%

Screens: PubChem BioAssay, National Center for Advancing Translational Sciences (NCATS)
